Screening data as filed in PubChem.
KB-3-1 cytotox = qHTS assay for MDR1-selective chemotherapeutics: Primary screen using the parental adenocarcinoma cell KB-3-1; AID 1347075, 2019; 400,000 tested, 1.4% active; KB-3-1 viability, CellTiter-Glo ATP luminescence, 72 h; Potency, µM (series often up to 46.1 µM), without a hit: at the top dose activity change, negative = cytotoxic, actives largely listed as cytotoxic; further: potency means the concentration at half of the fitted maximal effect; on the % scale 0 is the no-effect control and ±100 the full control effect; nearly all actives have a fitted effect of over 60% in size
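Using CellTiter-Glo luminescence, growth of non-resistant KB-3-1 adenocarcinoma cells is assessed 72 h after pin-tool compound addition at 37 °C. Normalized responses across the concentration series yield fitted curves.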
SW480 rereplic = A quantitative high throughput screen for small molecules that induce DNA re-replication in SW480 colon adenocarcinoma cells | SW480 DNA re-replication, Hoechst DNA content imaging, 48 h | Potency, µM (highest dose often 46.1 µM), for the others: top-dose re-replication activation, most hits filed as activators | 340,000 tested, 1.8% active; further: potency means the concentration at half of the fitted maximal effect; % of control where 0% means no effect; nearly all actives have a fitted effect of over 55% in size
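DNA re-replication was detected as more nuclei of elevated Hoechst intensity after 48 hr exposure to compound (23 nL pinned per well of 250 cells).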
HT1080 IDH1KD tx = qHTS for induction of synthetic lethality in tumor cells producing 2HG: qHTS for the HT-1080-IDH1KD cell line; 360,000 tested, 2% active; HT-1080 IDH1 knockdown viability, ATP luminescence, 48 h; Potency, µM (highest dose often 46.1 µM), inactives show top-dose activity, negative = toxicity, usual class: cytotoxic;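 further: potency means the concentration at half of the fitted maximal effect; 0% = DMSO wells and -100% = cell-free medium wells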
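Assay cells: HT-1080 with IDH1 knockdown, 750 per well, RPMI/5% FBS. Exposure: 48 h at 37 °C following 2 h pre-incubation. Read: CellTiter-Glo luminescence; fitted concentration-response, curve class assigned.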
MCF10A rerep = A quantitative high throughput screen for small molecules that induce DNA re-replication in MCF 10a normal breast cells; MCF 10A DNA re-replication, Hoechst nuclear intensity, 48 h; Potency, µM (highest dose often 46.1 µM), for the others: top-dose activity, positive = re-replication, actives largely listed as activators; 350,000 tested, 2.9% active; AID 624296, 2012; further: potency means the concentration at half of the fitted maximal effect; % of control where 0% means no effect; nearly all actives have a fitted effect of over 50% in size
WRN helicase inh = qHTS for Inhibitors of WRN Helicase. AID 651768, 2012. Potency, µM (highest dose often 114 µM), for the others: at the top dose activity change, negative = inhibition, usual class: inhibitors. WRN helicase unwinding, fluorescent forked duplex, kinetic. 360,000 tested, 0.46% active; further: potency means the concentration at half of the fitted maximal effect; on the % scale 0 is the no-effect control and ±100 the full control effect; nearly all actives have a fitted effect of over 55% in size
Target sequence (Q14191 whole entry, looked up): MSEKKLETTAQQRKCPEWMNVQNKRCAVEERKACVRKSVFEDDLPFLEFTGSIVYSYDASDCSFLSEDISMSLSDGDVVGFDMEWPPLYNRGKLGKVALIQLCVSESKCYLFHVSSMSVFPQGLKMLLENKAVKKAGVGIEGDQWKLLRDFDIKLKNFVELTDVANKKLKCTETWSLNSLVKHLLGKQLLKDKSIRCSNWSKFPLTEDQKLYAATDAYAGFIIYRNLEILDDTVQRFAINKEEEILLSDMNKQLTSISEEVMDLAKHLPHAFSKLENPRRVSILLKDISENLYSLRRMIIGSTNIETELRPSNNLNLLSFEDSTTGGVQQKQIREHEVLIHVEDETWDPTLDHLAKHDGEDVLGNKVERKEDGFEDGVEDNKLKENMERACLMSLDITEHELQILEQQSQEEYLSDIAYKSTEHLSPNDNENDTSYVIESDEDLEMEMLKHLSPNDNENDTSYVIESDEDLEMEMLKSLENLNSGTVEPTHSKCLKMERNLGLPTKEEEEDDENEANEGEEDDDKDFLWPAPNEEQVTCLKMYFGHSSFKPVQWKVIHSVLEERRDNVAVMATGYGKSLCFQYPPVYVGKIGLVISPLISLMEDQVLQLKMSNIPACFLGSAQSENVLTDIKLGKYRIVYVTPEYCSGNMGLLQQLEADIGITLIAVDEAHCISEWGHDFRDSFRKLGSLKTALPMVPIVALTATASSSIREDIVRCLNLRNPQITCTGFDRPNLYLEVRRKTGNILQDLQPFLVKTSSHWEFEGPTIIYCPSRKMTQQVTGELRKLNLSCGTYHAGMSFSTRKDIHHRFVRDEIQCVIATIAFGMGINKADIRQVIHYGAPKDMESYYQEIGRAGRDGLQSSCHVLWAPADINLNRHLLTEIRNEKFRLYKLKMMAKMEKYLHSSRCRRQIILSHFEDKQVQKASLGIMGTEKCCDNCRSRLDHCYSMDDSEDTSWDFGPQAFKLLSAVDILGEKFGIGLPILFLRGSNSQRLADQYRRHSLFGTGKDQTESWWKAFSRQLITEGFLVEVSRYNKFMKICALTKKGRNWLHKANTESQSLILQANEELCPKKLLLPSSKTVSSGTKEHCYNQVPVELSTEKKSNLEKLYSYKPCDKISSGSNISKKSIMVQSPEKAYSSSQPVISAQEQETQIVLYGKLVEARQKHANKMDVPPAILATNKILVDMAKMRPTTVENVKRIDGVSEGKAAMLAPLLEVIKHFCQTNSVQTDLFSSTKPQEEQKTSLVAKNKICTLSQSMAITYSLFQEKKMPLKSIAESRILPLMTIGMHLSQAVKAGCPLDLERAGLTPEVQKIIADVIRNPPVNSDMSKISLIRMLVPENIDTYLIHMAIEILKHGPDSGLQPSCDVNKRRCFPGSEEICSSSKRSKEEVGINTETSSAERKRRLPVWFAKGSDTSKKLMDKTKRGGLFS
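Primary qHTS, 1536-well format. 20 nM WRN + compound, 15 min RT; start with 100 nM forked fluorophore/quencher duplex, 2 mM ATP (final); kinetic read ex 525/em 598 nm.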
HT1080NT lethal = qHTS for induction of synthetic lethality in tumor cells producing 2HG: qHTS for the HT-1080-NT fibrosarcoma cell line; Potency, µM (top dose mostly 46.1 µM), for inactives: at the highest dose activity, negative = less viability, most hits filed as cytotoxic; AID 686970, 2013; 360,000 tested, 1.6% active; HT-1080-NT fibrosarcoma viability, CellTiter-Glo ATP luminescence, 48 h;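 further: NT is the 2HG producing partner of a matched IDH1 knockdown line; potency means the concentration at half of the fitted maximal effect; 0% = DMSO-treated cells and -100% = media-only wells without cells; nearly all actives have a fitted effect of over 55% in size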
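Viability by CellTiter-Glo luminescence after 48 h compound exposure at 37C of HT-1080-NT cells (750/well, RPMI, 5% FBS). % activity scaled between DMSO wells and medium-only wells, then curve-fitted and categorized by curve class.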
KB-V1 MDR tox = qHTS assay for MDR1-selective chemotherapeutics: Primary screen using the drug-selected MDR subline cells KB-V1. Potency, µM (top dose mostly 46.1 µM), for the others: at the highest dose activity change, negative = cytotoxicity, usual class: cytotoxic. 400,000 tested, 3.4% active. KB-V1 MDR cells viability, CellTiter-Glo, 72 h; further: potency means the concentration at half of the fitted maximal effect; on the % scale 0 is the no-effect control and ±100 the full control effect; nearly all actives have a fitted effect of over 60% in size
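In this primary screen, KB-V1 cells overexpressing P-gp are incubated with library compounds (lowest to highest concentration) for 72 h at 37 degrees C before a luminescent ATP viability read.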
ATXN2 expr inh = Primary qHTS for Inhibitors of ATXN expression; HEK-293 ATXN2-luciferase reporter, luminescence, 24 h; Potency, µM (series often up to 57 µM), inactives show at the top dose activity change, negative = inhibition, most hits filed as inhibitors; 360,000 tested, 0.72% active; further: potency means the concentration at half of the fitted maximal effect; on the % scale 0 is the no-effect control and ±100 the full control effect; nearly all actives have a fitted effect of over 55% in size
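ATXN2-luciferase reporter cells (luciferase flanked by upstream and downstream ATXN2 gene portions) were treated 24 h at 37 °C with compounds at up to 57 uM. SteadyGlo luminescence gave expression; GF-AFC fluorescence gave viability.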
IL-1B inflam inh = qHTS for Inhibitors of Inflammasome Signaling: IL-1-beta AlphaLISA Primary Screen | AID 743279, 2014 | THP-1 LPS/ATP IL-1B secretion, AlphaLISA, 16 h; stronger effect = lower value | 360,000 tested, 4.7% active | activity change, % at 57.5 µM; in the data active means activity change below about -50%; inconclusive means mostly about -30% to -49%; further: on the % scale 0 is the no-effect control and ±100 the full control effect
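Secreted IL-1B measured by AlphaLISA bead assay after 16 h compound exposure of THP-1 cells; compounds (final up to 57.5 uM) added 1 h before LPS (250 ng/mL) and ATP (1.25 mM) stimulation; lower signal means less secretion.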
An asterisk follows results filed as active; ? = inconclusive; . = not tested or not shown; & = joins results of further samples; [ ] = remark or other dose. Unless noted, the call rests on the fitted dose curve; in most records, active means well fitted curve in the direction sought with a large enough effect; inconclusive means small, poorly fitted or top-dose-only effect, or another doubt; inactive means no such curve, though single readings can be large; an effect the other way counts as inactive or inconclusive. Compounds as they come. About 12% of those tested had a hit in this group.

SMILES	KB-3-1 cytotox	SW480 rereplic	HT1080 IDH1KD tx	MCF10A rerep	WRN helicase inh	HT1080NT lethal	KB-V1 MDR tox	ATXN2 expr inh	IL-1B inflam inh
COc1ccc2ccccc2c1CNCCN1CCOCC1	3%	8%	6%	5%	-3%	4%	27%	0%	4
COc1c[nH]n(-c2ccccc2)c(=O)c1=O	-5%	4%	-1%	-1%	2%	-1%	-4%	-21%	18
O=C(O)C1CCc2sc3[nH]c(=S)n(-c4ccccc4)c(=O)c3c21 (configuration not stated)	0%	-40%[inhibitor]	16%	0%	-14%	10%	27%	7%	24
Cc1cc(C)n2cc(CSc3ncccc3C(=O)O)nc2n1	17%	0%[9.22 µM]	15%	10%	-12%	15%	7%	2%	18
O=C(Nc1ccc(Cl)cn1)C1CCCN1S(=O)(=O)c1ccccc1 (configuration not stated)	2%	10%	-2%	3%	-5%	-3%	0%	8%	13
Cc1cnc(NC(=O)CSc2nnc(N)s2)s1	10%	-2%	2%	2%	-19%	1%	11%	-18%	8
O=C(NC(=S)NCc1ccccc1)c1ccccc1Br	3%	-1%	0%	0%	1%	5%	-19%	-11%	-25
COc1ccc(-c2nc3n(n2)C(c2cccnc2)C(C(N)=O)=C(C)N3)cc1 (configuration not stated)	11%	-5%	5%	-1%	-4%	6%	3%	-7%	0
CC(C)CC(=O)Nc1ccc(-c2nnn(CC(=O)NCc3ccco3)n2)cc1	-5%	14%	-2%	-5%	-2%[11.6 µM]	0%	0%	27%	5
COc1cccc(NS(=O)(=O)c2ccc(-n3cccn3)cc2)c1	0%	23%	-18%	0%	-1%	11%	5%	-25%	-16
O=C(Nc1ccc(Cl)cc1)Nc1ccc(Br)cn1	0%	5%	16%	0%	0%	?	9%	-8%	-14
CCN(CC)CCCNC(=O)N[C@@H](Cc1ccccc1)C(=O)O	14%	1%	17%	0%	4%	17%	20%	3%	11
CC(C)c1nnc(NC(=O)CCC(=O)NCc2ccc(F)cc2)s1	18%	-5%	1%	-4%	-5%	18%	0%	0%	30
CCOC(=O)C1(C)CCCN(C(=O)c2ccc(N(C)C)cc2)C1 (configuration not stated)	0%	.	9%	.	-2%	25%	3%	5%	10
O=S(=O)(c1ccc2ccccc2c1)N(CC1CO1)c1ccccc1 (configuration not stated)	-29%	-7%	-24%	?	-3%	?	-16%	17%	-8
CCN(CC)S(=O)(=O)c1cccc(NC(=O)COC(=O)/C=C/c2ccco2)c1	-7%	5%	5%	-13%	-35%	-1%	-5%	2%	-10
O=C1CCCC/C=C\C[C@H](CC(=O)N(CCO)Cc2ccccc2)C(=O)N[C@@H](c2ccccc2)CO1	13%	0%	15%	-12%	-1%	14%	-16%	8%	26
COC(=O)c1[nH]c2c(c1C)C(=O)CC(c1ccc(OC)cc1)C2 (configuration not stated)	-8%	-12%	-8%	-1%	-4%	-1%	0%	9%	32
CCN(c1ccc2c(c1)OCO2)S(=O)(=O)c1cc(Br)cc2c1N(C(C)=O)CC2	2%	-8%	?	-6%	-19%	-19%	-5%	-18%	43
CC1(C)CC(=O)C=C(N=CC2=C(O)CC(C)(C)CC2=O)C1	-11%	-8%	-2%[9.24 µM]	8%	13%	0%	-30%	7%	0

Some of these compounds in order of formula weight, rising.
SMILES	KB-3-1 cytotox	SW480 rereplic	HT1080 IDH1KD tx	MCF10A rerep	WRN helicase inh	HT1080NT lethal	KB-V1 MDR tox	ATXN2 expr inh	IL-1B inflam inh
COc1c[nH]n(-c2ccccc2)c(=O)c1=O	-5%	4%	-1%	-1%	2%	-1%	-4%	-21%	18
Cc1cnc(NC(=O)CSc2nnc(N)s2)s1	10%	-2%	2%	2%	-19%	1%	11%	-18%	8
CC1(C)CC(=O)C=C(N=CC2=C(O)CC(C)(C)CC2=O)C1	-11%	-8%	-2%[9.24 µM]	8%	13%	0%	-30%	7%	0
COC(=O)c1[nH]c2c(c1C)C(=O)CC(c1ccc(OC)cc1)C2 (configuration not stated)	-8%	-12%	-8%	-1%	-4%	-1%	0%	9%	32
Cc1cc(C)n2cc(CSc3ncccc3C(=O)O)nc2n1	17%	0%[9.22 µM]	15%	10%	-12%	15%	7%	2%	18
O=C(Nc1ccc(Cl)cc1)Nc1ccc(Br)cn1	0%	5%	16%	0%	0%	?	9%	-8%	-14
O=C(O)C1CCc2sc3[nH]c(=S)n(-c4ccccc4)c(=O)c3c21 (configuration not stated)	0%	-40%[inhibitor]	16%	0%	-14%	10%	27%	7%	24
O=C(NC(=S)NCc1ccccc1)c1ccccc1Br	3%	-1%	0%	0%	1%	5%	-19%	-11%	-25
COc1ccc(-c2nc3n(n2)C(c2cccnc2)C(C(N)=O)=C(C)N3)cc1 (configuration not stated)	11%	-5%	5%	-1%	-4%	6%	3%	-7%	0
CCN(c1ccc2c(c1)OCO2)S(=O)(=O)c1cc(Br)cc2c1N(C(C)=O)CC2	2%	-8%	?	-6%	-19%	-19%	-5%	-18%	43

More compounds follow:
SMILES	KB-3-1 cytotox	SW480 rereplic	HT1080 IDH1KD tx	MCF10A rerep	WRN helicase inh	HT1080NT lethal	KB-V1 MDR tox	ATXN2 expr inh	IL-1B inflam inh
COc1ccc(-c2noc(CCC(=O)Nc3nc4ccccc4s3)n2)cc1	28%	-4%	8%	3%	6%	8%	-2%	-3%	34
COC(=O)c1sc(NC(=S)NC(=O)c2cccc(C)c2)nc1C	14%	-2%	28%	-3%	6%[57.1 µM]	23%	18%	55%[activator]	20
Cc1onc(-c2ccccc2Cl)c1-c1nc(-c2ccncc2)no1	1%	0%	-10%	-2%	-4%	-7%	-12%	-1%	-7
O=C(CN1C(=O)S/C(=C/c2cccs2)C1=O)N1CCOCC1	-4%	-9%	10%	-6%	9%	8%	6%	6%	-12
COc1ccc(-c2nnc3ccc(SCc4ccccc4)nn23)cc1	1%	-6%	0%	14%	6%	0%	-15%	5%	77
O=C(O)CNc1nc(Cl)ccc1[N+](=O)[O-]	-10%	-4%	2%	13%	-2%	8%	18%	3%	4
Nc1cccc(-c2cc3ccccc3oc2=O)c1	1%	1%	-13%	4%	-11%	0%	0%	7%	-6
O=C(CSCCO)Nc1ccc(C23CC4CC(CC(C4)C2)C3)cc1	7%	0%	-10%	?	-3%	-7%	-20%	21%	29
CC(C)n1c(/N=C/c2c[nH]c3ccccc23)nc2ccccc21	0%	9%	?	12%	-22%	?	-1%	?	0
CC1Oc2ccccc2N(CC(=O)NCc2cccs2)C1=O (configuration not stated)	-13%	-8%	-1%	-8%	-1%	6%	-15%	36%	-4
COc1ccccc1N1CCN(C(=O)c2c(-c3c(Cl)cccc3Cl)noc2C)CC1	0%	3%	-2%	20%	-27%	-12%	0%	7%	-18
Cc1occc1C(=O)Nc1cccc(C(=O)O)c1	-1%	-5%	-11%	12%	3%	-4%	-6%	-12%	-11
CN(C)c1ccc(CN(C)C2CCCCC2)cc1	2%	-6%	8%	-14%	2%	0%	-20%	8%	-2
CCN(CC1CCCN(CCc2cccc(OC)c2)C1)C(=O)c1ccc(COC)o1 (configuration not stated)	1%	1%	6%	13%	5%	8%	10%	21%	2
CCOC(=O)c1sc(NC(=O)C2CC(=O)N(c3ccc(OC)cc3)C2)nc1C (configuration not stated)	8%	-73%	-17%	-26%	-11%[57.1 µM]	-12%	11%	-15%	26
CCOC(=O)c1c(C)[nH]c(C)c1C(=O)COC(=O)[C@@H]1CCCN1S(=O)(=O)c1ccc(Cl)cc1	3%	-7%	9%	5%	-11%	-3%[9.24 µM]	18%	6%	-5
O=C(CCN1CCC(c2ccc(Cl)s2)=N1)c1ccc(Cl)s1	4%	-1%	-1%	27%	-8%	0%	11%	.	-19
O=C1CSCC(=O)N1c1ccccc1	-1%	-3%[9.22 µM]	5%	-1%	-9%	10%	28%	6%	0
Nc1cc(=O)[nH]c(SCC(=O)Nc2cccc(S(=O)(=O)N3CCCCC3)c2)n1	7%	0%	-2%	2%	-15%	0%	24%	-5%	26
COC(=O)c1c(NC(=O)c2ccc(C)cc2)sc(Cc2ccccc2)c1C	-6%	0%	1%	20%	-13%	12%	2%	-3%	-5
OCCC1CN(CC(c2ccccc2)c2ccccc2)CCN1C1CCCC1 (configuration not stated)	19%	?	-13%	?	3%	-19%	16%	-8%	-14
COc1ccc(C(CNC(=O)C(C)Oc2ccc(Br)cc2)N2CCCC2)cc1 (configuration not stated)	-2%	-5%	-8%	0%	7%	-14%	-15%	-4%	?
Cc1ccc(C(=O)c2sc3nc4c(cc3c2N)CCC4)cc1	-5%	-7%	8%	6%	-8%	21%	-24%	46%[activator]	-12
Cc1cc(=O)[nH]c(N/N=C2/CCCC/C2=C\c2ccccc2)n1	-2%	?	-27%	8%	3%	-22%	-19%	-8%	-10
O=C(Nc1ccc(-c2nc3ncccc3o2)cc1)c1ccc([N+](=O)[O-])o1	?	2.3µM*	?	2.9µM*	-2%[11.6 µM]	?	-23%	-26%	-80*
COc1ccc(C2=NS(=O)(=O)N(C)C(C(=O)NC(C)c3ccccc3)=C2)cc1 (configuration not stated)	-13%&-5%	-11%	-4%	19%	-1%	4%	-2%&6%	-7%&2%	12
